From PubChem BioAssay
Mtb BioA inh: BioA (M. tuberculosis) enzyme inhibition. purified M. tuberculosis BioA enzyme, plate reader. inhibition, % at 9.99 µM. 360,000 tested, 0.096% active. AID 602481; in the data active = inhibition above about 40%; inconclusive = no clear call, values can overlap the other calls
UGM FP inh: Mtb UDP-galactopyranose mutase inhibition | purified UGM, fluorescence polarization probe displacement | inhibition, % at 10 µM | 320,000 tested, 0.06% active | AID 504406; in the data active = inhibition above about 10%, passing the limit was not always enough; inconclusive = no clear call, values can overlap the other calls
Target sequence (P9WIQ1 whole entry, looked up): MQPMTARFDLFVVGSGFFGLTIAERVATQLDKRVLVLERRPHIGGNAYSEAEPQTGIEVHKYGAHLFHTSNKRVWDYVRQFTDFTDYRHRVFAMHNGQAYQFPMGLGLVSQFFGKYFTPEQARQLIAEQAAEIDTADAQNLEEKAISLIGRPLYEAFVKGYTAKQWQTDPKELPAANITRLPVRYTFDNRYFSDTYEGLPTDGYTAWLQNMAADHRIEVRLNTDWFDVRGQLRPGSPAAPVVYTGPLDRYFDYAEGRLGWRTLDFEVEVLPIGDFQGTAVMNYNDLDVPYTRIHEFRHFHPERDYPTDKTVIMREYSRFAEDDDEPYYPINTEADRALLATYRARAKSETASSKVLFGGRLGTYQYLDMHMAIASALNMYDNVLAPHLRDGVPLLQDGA
BoNT A protease: inhibitors of Botulinum neurotoxin A light chain protease | 360,000 tested, 0.17% active | multiplex microsphere protease substrate cleavage, flow cytometry | AID 588499 | inhibition, % at 10 µM; in the data active = inhibition above about 30%; inconclusive = no clear call, values can overlap the other calls; note: plate controls were buffer without enzyme for full effect and enzyme alone for no effect
GDH-TPI counter: counter-screen for M. tuberculosis FBA inhibitors: GDH-TPI coupled enzymes; GDH-TPI coupled enzyme counterscreen, NADH absorbance; inhibition, % at 4.8 µM; 360,000 tested, 1.2% active;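 note: 0% = DMSO wells and 100% = wells lacking the enzyme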
FadD28 FP inh: inhibitors of Mycobacterium tuberculosis FadD28 bisubstrate binding. 360,000 tested, 0.22% active. FadD28 bisubstrate probe binding, fluorescence polarization. inhibition, % at 12.5 µM; in the data active = inhibition above about 8.5%, passing the limit was not always enough; inconclusive = no clear call, values can overlap the other calls
CCHFV vOTU inh: CCHFV vOTU protease inhibition; AID 651958; inhibition, % at 11.5 µM; 370,000 tested, 0.55% active; Pep-AMC fluorescence; note: 0% = vehicle wells with enzyme and 100% = no enzyme wells
PrPC TRFRET: cell surface PrPC inhibition, primary TR-FRET screen | P04156 | TR-FRET read-out | inhibition, % at 13.8 µM | 370,000 tested, 0.43% active; in the data active = inhibition above about 24%; note: 0% = median of the test wells and 100% = reference compound wells
BoNT-F LC inh: BoNT F light chain protease inhibition; 360,000 tested, 0.22% active; Multiplex microsphere protease cleavage assay, flow cytometry; inhibition, % at 10 µM; in the data active = inhibition above about 35%, passing the limit was not always enough; inconclusive = no clear call, values can overlap the other calls; note: plate controls were buffer without enzyme for full effect and enzyme alone for no effect
Mtb FBA inh: Mtb fructose-bisphosphate aldolase inhibition. P9WQA3. purified M. tuberculosis FBA, fluorescence read-out. inhibition, % at 1 µM. 360,000 tested, 2.3% active. AID 588726; in the data active = inhibition above about 27%;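 note: 0% = vehicle and 100% = reference inhibitor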
Target sequence (P9WQA3 whole entry, looked up): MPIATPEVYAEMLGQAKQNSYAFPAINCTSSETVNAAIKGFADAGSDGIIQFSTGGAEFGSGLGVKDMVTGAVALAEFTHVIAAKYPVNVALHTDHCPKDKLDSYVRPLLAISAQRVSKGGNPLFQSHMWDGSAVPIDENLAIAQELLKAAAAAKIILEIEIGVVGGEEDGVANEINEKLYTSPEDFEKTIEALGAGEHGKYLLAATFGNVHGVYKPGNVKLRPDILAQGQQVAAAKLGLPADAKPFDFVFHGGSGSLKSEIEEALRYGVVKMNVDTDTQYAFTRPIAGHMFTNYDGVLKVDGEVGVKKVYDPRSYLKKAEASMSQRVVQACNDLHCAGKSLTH
* = called active by the depositor; ? = inconclusive; . = no result given; & = joins results of further samples. Cut-off read from the data, not from the text of the source, unless noted: active = inhibition above about 30%; inactive = the rest.

SMILES	Mtb BioA inh	UGM FP inh	BoNT A protease	GDH-TPI counter	FadD28 FP inh	CCHFV vOTU inh	PrPC TRFRET	BoNT-F LC inh	Mtb FBA inh
CCCCCCC(=O)Nc1nc(C)c(-c2csc(Nc3cc(OC)ccc3OC)n2)s1	0.5	-0.8	-0.7	21	1.0	17	-3	-6	-1
COc1ccccc1NC(=O)NCc1nc(-c2ccc(C(F)(F)F)cc2)no1	-4.1	-2.4	.	5	0.3	11	-1	.	2
Cc1cc2cc(CNC(=O)c3ccc(S(=O)(=O)N4CCOCC4)cc3)ccc2[nH]1	-1.3	0.1	71*	6	-2.9	4	27*	-13	-3
O=C(NCCN1CCOCC1)c1cccc(S(=O)(=O)N(Cc2ccccc2)c2ccccc2)c1	.	-2.9	-1.2	-5	-4.4	-17	-2	-9	-1
OCCNC(=S)Nc1ccc(Oc2ccccc2)cc1	.	1.1	-0.1	2	-4.6	-1	3	-1	3
O=C(c1ccc2c(c1)OCCO2)C1CCN(C(=O)Nc2ccccc2F)CC1	1.1	-4.1	-0.6	2	-3.2	9	-3	3	29*
O=C(Cc1c[nH]c2ccccc12)Nc1nnc(C2CC2)s1	.	1.6	1.3	2	-2.6	9	-4	-10	-1
CC(=O)c1sc(Nc2ccc(Oc3ccccc3)cc2)nc1C	27	.	0.9	.	-3.7	13	5	1	7
O=C(CSc1ccsc1[N+](=O)[O-])N1CCN(c2ccccc2)CC1	.	0.7	0.0	11	-1.7	-2	-29	-4	0
c1ccc2c(c1)Cc1cc3ccccc3nc1-2	-0.3	1.8	2.5	11	-2.6	-4	-5	-4	-1
O=C(Nc1ccc2c(c1)OCO2)C1CC(c2cccc(Br)c2)=NO1 (stereo not drawn)	-0.6	4.4	-6.5	-4	-3.6	2	7	?	-4
O=C1Nc2ccccc2N(O)N1c1ccc(S(=O)(=O)N2CCCCCC2)cc1	-2.6	-0.1	-0.8	5	-1.7	-3	4	-7	-5
Cc1ccc(C2N(c3ccccc3)C(=O)N3CCCN23)cc1 (stereo not drawn)	.	3.8	0.4	7	0.2	-7	-2	-3	4
CCC(C)(C(=O)NC1CCCCC1)N(CC1CCCO1)C(=O)c1ccccn1 (stereo not drawn)	-2.2	-0.5	-4.4	2	-2.4	0	-5	-8	-1
Cc1cccc(NC(=O)CSc2nccn2Cc2ccco2)c1	0.7	-1.8	0.8	5	-2.9	10	1	5	4
OCCN(Cc1ccccc1)Cc1ncccc1O	0.2	.	-0.4	-2	-3.1	-10	5	1	-3
COCCCn1[nH]c2c3c(ccc2c1=O)C(=O)c1ccccc1C3=O	2.1	-4.4	-1.0	20	0.9	3	-20	-14	1
COc1ccc2cc(-c3ccsc3)ncc2c1	0.2	0.3	0.8	-1	-1.0	5	4	4	13
CCN1C(=O)c2cccc3c(NC(=O)C(C)(C)C)ccc1c23	-0.4	-0.2	2.0	4	-3.4	9	-16	0	2
C=CCN1C(=O)/C(=C/c2ccc(OCC(=O)O)cc2)S/C1=N/c1nccs1	.	-0.4	1.0	19	-12	11	3	0	1
O=C(OCC(=O)N1CCCC1=O)c1cccc([N+](=O)[O-])c1	-0.3	-3.4	0.0	4	-3.6	2	-5	5	-1
CC(C)(C)OC(=O)N1CCCC(C(=O)Nc2ccc(C(=O)N3CCCC3)cc2)C1 (stereo not drawn)	-1.3	0.7	-0.2	9	1.4	5	-5	0	1
COc1ccc(NC(=O)CCOc2ccccc2)cc1	-1.0	1.6	-0.2	1	-0.7	9	6	9	0
O=C(O)CCCCCCCCCCCc1ccccc1	4.4	0.3	-0.8	-2	-3.0	22	-5	-7	-1
c1ccc(N2CCN(Cc3nnnn3C3CCCCC3)CC2)cc1	-0.3	-0.9	-1.2	-2	0.0	-1	2	-5	-1
CC1CN(S(=O)(=O)c2cccc(C(=O)NCC(c3cccs3)N3CCOCC3)c2)CC(C)O1 (stereo not drawn)	0.0	.	-0.6	3	1.3	3	-10	-6	-1
OCC[C@H]1C[C@H](O)[C@@H](O)[C@@]2(CCc3ccccc3O2)O1	-0.7	-1.0	-0.1	8	0.2	8	4	8	-4
O=C(Nn1c(SCc2ccccc2F)nc2ccsc2c1=O)c1ccccc1	0.6	-4.1	-0.1	-4	-5.2	8	-2	3	2
CCOc1ccc(NC(=O)CN(C)S(=O)(=O)c2cccc3cccnc23)cc1	2.8	-1.3	-0.9	9	0.3	26	-3	-1	6
Nc1c(C(=O)NCc2ccco2)c2nc3ccccc3nc2n1CCc1ccccc1	.	.	6.3	8	-13	-60	-7	4	72*
COCCNC(=O)C1CCCN(C(=O)c2ccc3ccccc3n2)CC1 (stereo not drawn)	-0.1	.	-0.7	4	-1.9	-1	-6	-1	0
O=C(NC1CCCC1)c1n[nH]c2ccccc12	-4.9	0.0	-1.3	-6	-2.1	1	4	-4	1
COc1ccc(/C(C)=N/NC(=O)c2nnn(-c3nonc3N)c2CN(C)c2ccccc2)cc1	-0.4	1.0	1.9	18	-1.4	8	2	3	3
COc1ccc(N2CCN(c3nc4c(C)cccn4c(=O)c3/C=C(\C#N)C(N)=O)CC2)cc1	0.9	-1.7	-0.2	7	-2.1	-20	-25	-2	32*
O=C(COC(=O)/C=C/c1ccccc1Cl)NCc1ccco1	.	-1.5	-0.1	4	-1.5	6	-20	-1	-1
COC(=O)C1=C(c2cccc(OCc3ccccc3)c2)C[C@@H]2CC[C@H]1N2C(=O)NCc1ccc2[nH]ccc2c1	-0.2	-1.3	-0.2	8	-1.2	-4	-2	-8	3
O=C(Nc1nnc(S(=O)(=O)N2CCOCC2)s1)c1ccccc1Br	0.0	0.0	-0.2	15	-2.6	4	-3	-7	0
COc1ccc(NC(=O)Nc2ccc3c(c2)C(=O)N([C@H](C)CO)C[C@H](C)[C@@H](CN(C)Cc2ccc(Cl)c(Cl)c2)OCCCC[C@@H](C)O3)cc1	-1.0&-1.2	.	-0.8	9	0.1	18	1	-4	-1
CCOC(=O)C(=O)Nc1ccc2c(c1)OCO2	2.5	1.2	-0.3	1	-1.2	11	-3	-40	-2
c1ccc2c(c1)CCCN2c1nc2ccccc2n2cnnc12	0.7	0.1	0.6	36*	-1.3	8	-2	-9	2
COc1nn(C(C)C(=O)N2N=C(C(F)F)CC2(O)C(F)F)cc1[N+](=O)[O-] (stereo not drawn)	-1.0	-1.3	-1.1	-12	-5.6	1	-6	-1	-4
Cc1ccc(S(=O)(=O)N2CCCCC2)cc1C(=O)N1CCN(c2ccccn2)CC1	5.0	2.3	0.0	0	-2.5	2	0	-6	0
Cc1ccc(NC(=O)C2CC2C)cc1S(=O)(=O)N1CCOCC1 (stereo not drawn)	-0.3	0.4	3.8	7	-2.3	-3	-2	8	0
Cc1ccccc1NC(=O)C1(C)Cc2ccccc2C(=O)O1 (stereo not drawn)	0.4	-1.1	0.5	-4	-0.8	5	3	-3	3
COc1ccc(S(=O)(=O)N(C)c2ccc(C(=O)Nc3cccnc3)cc2)cc1	17	-0.3	-3.5	-6	-7.2	-5	0	-1	0

An excerpt from above in order of number of heavy atoms, largest number first.
SMILES	Mtb BioA inh	UGM FP inh	BoNT A protease	GDH-TPI counter	FadD28 FP inh	CCHFV vOTU inh	PrPC TRFRET	BoNT-F LC inh	Mtb FBA inh
COc1ccc(N2CCN(c3nc4c(C)cccn4c(=O)c3/C=C(\C#N)C(N)=O)CC2)cc1	0.9	-1.7	-0.2	7	-2.1	-20	-25	-2	32*
COc1nn(C(C)C(=O)N2N=C(C(F)F)CC2(O)C(F)F)cc1[N+](=O)[O-] (stereo not drawn)	-1.0	-1.3	-1.1	-12	-5.6	1	-6	-1	-4
Cc1ccccc1NC(=O)C1(C)Cc2ccccc2C(=O)O1 (stereo not drawn)	0.4	-1.1	0.5	-4	-0.8	5	3	-3	3

The listing continues:
SMILES	Mtb BioA inh	UGM FP inh	BoNT A protease	GDH-TPI counter	FadD28 FP inh	CCHFV vOTU inh	PrPC TRFRET	BoNT-F LC inh	Mtb FBA inh
Nc1ccccc1SCC(=O)Nc1cccc2ccccc12	-0.9	-3.0	1.0	-1	-4.0	-19	10	?	25
CSc1ccccc1OCc1cc(C(=O)NC(C)c2cnn(C)c2)no1 (stereo not drawn)	0.7	1.8	.	8	-0.1	4	-2	.	1
CCOc1ccc(C(=O)Nc2ccc(S(=O)(=O)Nc3nccc(C)n3)cc2)cc1OCC	-0.4	0.9	-2.4	9	1.9	8	0	14	2
NS(=O)(=O)c1ccc(CCNCC#Cc2ccccc2)cc1	-4.1	-1.1	-5.5	3	-2.9	5	-10	?	1
CC(=O)Nc1ccc(N(C(=O)c2cnccn2)C(C(=O)NC2CCCCC2)c2ccc(F)cc2)cc1 (stereo not drawn)	-0.3	2.9	2.3	4	1.2	0	2	3	3
N#Cc1ccc(NC(=S)NC(=O)C2CC2)cc1	-0.7	.	-0.4	9	0.4	-2	-3	-1	1
Cc1c(C(=O)/C=C/c2cccs2)oc2ccc(F)cc12	-2.6	1.8	19	8	-4.1	5	-4	8	-1
CCc1c(O)nc(SCc2nc3ccccc3c(=O)[nH]2)[nH]c1=O	.	1.4	-0.5	-4	0.0	-4	-3	1	1
CCc1nc2c(OCC3CCCCC3)cccn2c1N(C)C(=O)c1ccc(OC)cc1	1.3	.	-0.5	-6	-6.0	-14	12	-6	-3
CCCCCC(=O)Nc1ccc2ccccc2c1	.	.	-0.3	6	-0.9	-7	-3	-13	0
COc1ccc(C2Nc3ccccc3C(=O)N2c2ccc(C)cc2)cc1Cn1nc(C)c([N+](=O)[O-])c1C (stereo not drawn)	0.9	-1.8	0.3	4	-3.8	-7	-1	-5	2
CSc1nc(C)c(C(=O)Nc2ccccc2)c(C)c1C#N	0.5	1.3	-0.8	-3	-0.7	-9	-1	-4	1
CC(C)Oc1ccc(S(=O)(=O)N2CCOCC2)cc1NC(=O)C(C)Oc1ccc(F)cc1 (stereo not drawn)	0.6	-1.4	-1.9	11	-1.6	13	4	-5	-2
O=C(O)c1ccc(NC(=O)c2ccccc2NC(=O)c2ccccc2Cl)cc1	9.2	-1.1	-1.9	-2	-3.4	2	-5	?	0
COC(=O)[C@@]1(Cc2ccc(F)cc2)[C@H]2c3cc(C(=O)N4CCCC4)n(Cc4cc(F)cc5c4OCOC5)c3C[C@H]2CN1C(=O)c1ccccc1	.	.	-0.4	.	.	5	-4	-4	.
C=C1C(C)C2C(Cc3ccccc3)NC(=O)C23C(OC(C)=O)C=CC(C)(O)CC(C)CC=CC3C1O (stereo not drawn)	.	.	0.1	3	-1.0	-10	40*	3	-2
COc1cc(OC)cc(C(=O)Nc2cccc3ccccc23)c1	-1.2	-1.6	-2.4	6	-4.8	3	3	-14	-2
CC(=O)C1=C(c2cccc([N+](=O)[O-])c2)N(C(C)=O)n2c(C)nnc2S1	.	-0.3	0.2	5	-2.7	-2	-3	-6	-2
CN(C(=O)c1ccc2nc(N)sc2c1)c1ccccc1	-0.5	-2.4	-2.9	-3	-3.7	-5	6	-5	2
O=c1c2ccccc2cnn1Cc1nnc(-c2cccs2)o1	14	2.5	0.0	-4	-1.9	-7	-2	-7	3
COc1ccccc1OC(=O)CN1C(=O)c2ccccc2C1=O	-0.4	0.9	-0.4	10	-2.5	5	-4	-1	5
O=C(c1ccco1)N1CCN(C2CCCC2)CC1	.	0.7	-0.6	-3	-1.9	7	8	11	2
CC(C)(C)NC(=O)c1ccc2c(c1)C1C3CCC(C3)C1C(c1ccccc1)N2 (stereo not drawn)	0.5	1.9	-0.6	4	-2.3	4	-1	-5	2
O=C(Nc1ccc(Br)cc1)c1cccn1-c1ncc(C(F)(F)F)cc1Cl	.	-0.8	0.2	-6	-4.2	5	12	5	-4
Cn1c(=NC(=O)CCl)sc2ccccc21	-1.2	-0.7	0.0	9	0.3	4	9	1	2
NCC(O)CN1CCN(Cc2ccccc2)CC1 (stereo not drawn)	-0.3	-0.7	-3.4	-16	-3.5	-10	-2	6	-1
CCNc1nc(NC(C)C)nc(Oc2ccc(/C=N/O)cc2)n1	-0.4	0.8	-1.3	7	-0.5	6	14	-9	1

A run of entries taken from the entries so far, for reference:
SMILES	Mtb BioA inh	UGM FP inh	BoNT A protease	GDH-TPI counter	FadD28 FP inh	CCHFV vOTU inh	PrPC TRFRET	BoNT-F LC inh	Mtb FBA inh
NCC(O)CN1CCN(Cc2ccccc2)CC1 (stereo not drawn)	-0.3	-0.7	-3.4	-16	-3.5	-10	-2	6	-1
CCNc1nc(NC(C)C)nc(Oc2ccc(/C=N/O)cc2)n1	-0.4	0.8	-1.3	7	-0.5	6	14	-9	1
